Source: PubChem (Southern Research Specialized Biocontainment Screening Center)
inhibitors of VEEV = inhibitors of VEEV TC-83 cytopathic effect, confirmation, Vero cells (AID 588727); hit rate 0.13% among 350,000; one-dose inhibition, % at 20 µM; IC50 in µM for titrated hits; Vero cells, VEEV TC-83 cytopathic effect inhibition; higher % means a stronger effect; in the data active means a potency from the dose series; inconclusive means inhibition mostly from about 14% at the one dose, without a potency; inactive means the rest, 99 in 100 with inhibition below about 12%; further: strong numbers were not always called active
influenza NS1A = H1N1 influenza NS1A inhibitors, functional cell based assay (AID 504329); NS1A functional cell-based assay, percent inhibition; higher % means a stronger effect; hit rate 0.3% among 340,000; inhibition, % at 12.5 µM, or IC50 in µM where a hit was titrated; in the data active means a potency from the dose series; inconclusive means inhibition above about 27% without an active follow-up result; further: strong numbers were not always called active
PhoP GFP inhibition = PhoP regulon inhibitors, Salmonella typhi PhoP promoter GFP reporter, confirmatory (AID 1850); Salmonella Typhi PhoP-promoter GFP reporter, fluorescence, 4 h; higher % means a stronger effect; one-dose inhibition, % at 50 µM; IC50 in µM for titrated hits; hit rate 0.33% among 310,000; in the data active means a potency from the dose series; inconclusive means inhibition mostly from about 25% at the one dose, without a potency; inactive means the rest, 99 in 100 with inhibition below about 19%;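 further: 0% = induced wells with vehicle and 100% = uninduced wells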
M. tuberculosis HTS = M. tuberculosis growth inhibition, HTS (AID 449762); inhibition, % at 25 µM, or IC50 in µM where a hit was titrated; M. tuberculosis H37Rv growth inhibition, 7H9 media; higher % means a stronger effect; hit rate 0.59% among 330,000; in the data active means a potency from the dose series; inconclusive means inhibition above about 70% without an active follow-up result;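 further: bacterial growth assessed after seven days of incubation; strong numbers were not always called active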
M. tuberculosis = growth inhibition of non-replicating M. tuberculosis (AID 488890) | Mycobacterium tuberculosis non-replicating, growth inhibition; higher % means a stronger effect | inhibition, % at 25 µM, or IC50 in µM where a hit was titrated | hit rate 0.39% among 320,000; in the data active means a potency from the dose series; inconclusive means inhibition mostly from about 82% at the one dose, without a potency; inactive means the rest, 99 in 100 with inhibition below about 76%;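 further: plate controls were DMSO cells for no effect and high antibiotic wells for full effect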
inhibitors of VEEV 10K pilot screen = further read-out of inhibitors of VEEV, marked with its call; inhibition, %; measured here: 10K pilot screen inhibition
* = called active by the depositor; i = inactive; ? = inconclusive; / = not tested or not shown.

SMILES | inhibitors of VEEV | influenza NS1A | PhoP GFP inhibition | M. tuberculosis HTS | M. tuberculosis | others
CCN(CC)c1ccc(C(=O)N/N=C(\C)c2ccc(OC)c(OC)c2)cc1 | 1.9% | -4% | -5% | 3% | 12%
CC(/C=C(\NC(=O)c1ccccc1)C(=O)N=Nc1c(O)[nH]c2ccc(C)cc12)=C\c1ccccc1 | 7.1% | -4% | -5% | 44% | -5%
O=C(NCCC(=O)N1CCN(c2ncccn2)CC1)c1ccccc1 | 2.3% | -34% | 6% | -15% | -1%
Cc1ccc(-c2n[nH]c3c2C(c2ccccc2)N(c2ccc(C(=O)O)cc2)C3=O)cc1 (stereo unspecified) | 6.8% | -3% | -1% | 1% | 14%
CCOc1ccccc1C(=O)NC(C)CCc1ccccc1 (stereo unspecified) | i | / | 2% | -3% | 31%
O=C(NCc1ccc2c(c1)OCO2)C(=O)NCC1OCCCN1S(=O)(=O)c1ccc(F)cc1 (stereo unspecified) | i | 4% | -12% | -19% | 5%
CCNC(=O)NC(=O)C(C)Sc1ncc(C(F)(F)F)cc1Cl (stereo unspecified) | 1.3% | -3% | -2% | -4% | -5%
Cc1ccc(NC(=O)CCNS(=O)(=O)c2ccc3[nH]c(=O)oc3c2)cc1C | 0.8% | 17% | 7% | -1% | -5%
C=C1CCN([C@@H](Cc2ccccc2)C(=O)NC2CCN(Cc3ccccc3)CC2)S(=O)(=O)c2ccccc21 | i | -21% | -5% | -3% | 47%
O=C(CNC(=O)c1ccc(Br)cc1)N/N=C/c1cccnc1 | 2.4% | 4% | 10% | 0% | -10%
Cc1ccc(OCC(O)CNC2CCCC2)cc1C (stereo unspecified) | 0.1% | -8% | -4% | -3% | 7%
O=C(c1ccc([N+](=O)[O-])o1)N1CCCCCC1 | 0.4% | -3% | / | ? | /
CC(=O)Nc1ccc(S(=O)(=O)N2CCC(N3CCCC3)CC2)cc1 | 0.7% | -9% | -11% | -3% | 1%
CC(C)CCN(C)c1ccc(/C=N/n2cnnc2)cc1 | 1.4% | -12% | 14% | 59% | 31%
CCC(C)N(C(=O)COC(=O)CNC(=O)c1sc2ccccc2c1Cl)C1CCS(=O)(=O)C1 (stereo unspecified) | 0.8% | 4% | -3% | -2% | 12%
Cc1ccc(S(=O)(=O)c2c(C)c(C)c(C)[nH]c2=O)cc1 | 0.7% | -5% | -5% | 1% | -6%
O=C(COc1coc(CN2CCN(c3ccccc3)CC2)cc1=O)Nc1ccccc1F | i | -2% | 6% | 57% | 28%
CC/C(=N\NC(=O)c1cc(C2CC2)[nH]n1)c1ccccc1 | 3.1% | 5% | 0% | 1% | 43%
CCOC(=O)C(=CNNc1ccccc1)C(=O)OCC | 1.1% | -24% | 1% | 8% | 77%
CC(=O)Nc1ccc(S(=O)(=O)NCCSCc2c(Cl)cccc2Cl)cc1 | 5.0% | -7% | 5% | -7% | 10%
CCCn1c(SCC(=O)c2c(N)n(C3CC3)c(=O)[nH]c2=O)nc2cc(S(N)(=O)=O)ccc21 | 4.5% | -4% | / | 0% | -24%
CC(C)OCCCNC(=O)CCCC(=O)Nc1ccc(OCCc2ccccc2)cc1 | 0.6% | 22% | -1% | 2% | 61%
CC1CCCN(C(=O)CN2C(=O)C(C)Oc3ccccc32)C1 (stereo unspecified) | i | -1% | 7% | -1% | -9%
COc1ccc(NC(=S)N2CCC(c3nc4ccccc4[nH]3)CC2)c(OC)c1 | i | 5% | 6% | -1% | -10%
COCCNC(=O)CCCn1c(=O)c2cc(OC)c(OC)cc2n(CC(=O)Nc2ccc(C)c(F)c2)c1=O | 25% | 4% | -6% | -8% | 6%
CCN(c1ccccc1)S(=O)(=O)c1ccc(Cl)c(NC(=O)COC(=O)c2ccc[nH]c2=O)c1 | 0.8% | 1% | -14% | -8% | 9%
COCCNC(=O)Cn1nc(C(F)(F)F)cc1C | i | -1% | -11% | 6% | 2%
O=C(CNS(=O)(=O)c1ccc(Br)cc1Cl)OCC(=O)c1ccc[nH]1 | 4.8% | -2% | 7% | 2% | -16%
Cc1nnc(SCC(=O)Nc2ccc(Cl)cn2)n1Cc1ccccc1 | 2.1% | 2% | -1% | 11% | 4%
CC(/C=C/c1ccco1)=N\NC(=O)CNc1ccc2ccccc2c1 | 1.9% | 1% | -3% | ? | 39%
Cc1cccc(N(CC(=O)N2CCCC2)S(=O)(=O)c2ccccc2)c1C | i | 5% | 4% | -7% | -1%
CCn1c(SCC(=O)c2ccc(CNC(C)=O)o2)nnc1-c1cccs1 | 1.4% | 13% | 7% | -7% | -12%
C=CCc1cc(/C=N/NC(=O)CSc2nnc(CCCc3ccc(OC)cc3)o2)cc(OC)c1O | 3.2% | -1% | -2% | -4% | 32%
CCCC(=O)NC(Nc1ccc(S(=O)(=O)Nc2cc(C)on2)cc1)(C(F)(F)F)C(F)(F)F | 1.6% | -3% | 10% | 58% | 70%
COCC(=O)Nc1sc2c(c1C(=O)OC)C(C(=O)OC)CC2 (stereo unspecified) | 3.3% | -1% | 2% | -8% | 0%
COC(=O)c1ccc(Nc2ncnc3c2cnn3-c2cccc(C)c2)cc1 | 2.0% | 5% | 0% | -10% | -17%
CCOc1ccc2nc(NC(=O)Cn3cnc4c3c(=O)n(C)c(=O)n4C)sc2c1 | 3.6% | 0% | 0% | -14% | 12%
CC1CCCC(NC(=O)COC(=O)c2cccnc2Cl)C1C (stereo unspecified) | 0.3% | -3% | / | -5% | -8%
CCN1Cc2ccccc2-c2ccccc2S1(=O)=O | 0.6% | -15% | / | / | /
COc1ccccc1Oc1ccc2c(c1)C(=O)N(c1ccc(O)cc1)C2=O | 5.1% | -1% | -9% | 1% | 2%
CCn1cnc2c(NCCc3cccnc3)nc(C#N)nc21 | 2.2% | 5% | / | -10% | 0%
Nc1ccc2oc(=O)c3ccccc3c2c1 | 0.8% | 9% | -14% | 0% | 10% | inhibitors of VEEV 10K pilot screen=1.2
COc1ccc(-c2csc3ncnc(N4CCN(c5cccc(OC)c5)CC4)c23)cc1 | 5.7% | -3% | -1% | -2% | -3%
CN1CCN(C=Nc2nc3ccccc3nc2N2CCCC2)CC1 | i | -6% | 10% | 2% | 5%
Cc1ccc(C(=O)OCC(=O)c2c[nH]c3ccccc23)cc1NC(=O)c1ccco1 | 10% | 4% | -8% | 1% | 8%
O=C1COc2ccc(S(=O)(=O)N3CCN(c4cccc(Cl)c4)CC3)cc2N1 | 0.4% | 5% | -23% | 10% | 11%
CCC(C)(C(=O)NC1CCCCC1)N(CC1CCCO1)C(=O)c1ccccn1 (stereo unspecified) | 0.3% | 5% | 22% | -6% | 8%
Cc1ccc(C(O)c2ccncc2)cc1 (stereo unspecified) | i | 3% | 8% | -6% | 10%
CC(=O)Nc1ccc(S(=O)(=O)NC2(C(F)(F)F)C(=O)NC(C)=C2C#N)cc1 (stereo unspecified) | 0.5% | -2% | 6% | -4% | -1%
CNC(=O)C1=C(C)Nc2nc3ccccc3n2C1c1ccc(F)cc1 (stereo unspecified) | 0.2% | -20% | 5% | 5% | 19%
COc1ccc(C(=O)CCNc2cccc(Cl)c2)cc1 | 1.4% | -5% | 3% | 0% | 74%
CCOc1cc(NC(=S)NCCOC)c(OCC)cc1NC(=O)c1ccco1 | 2.1% | 6% | 2% | 3% | ? | inhibitors of VEEV 10K pilot screen=1.9
CCc1ccc(NC(=O)CSc2nnc(-c3n[nH]c4ccccc34)n2-c2ccccc2)cc1 | 1.3% | -4% | -2% | -20% | -16%
CCOC(=O)CNC(=O)Nc1cc(C(C)(C)C)nn1-c1ccccc1 | i | 4% | -8% | -7% | -4%
Cc1ccc(Cl)cc1-n1c(SCC(=O)NCCC2=CCCCC2)nc2n[nH]c(C)c2c1=N | 0.8% | 5% | -39% | 11% | -10%
Cc1cc(C)c(-c2nc3ccccc3s2)[nH]1 | 1.6% | 7% | 3% | 11% | -2%
O=C(COC(=O)c1c[nH]c(=O)[nH]c1=O)Nc1cccc([N+](=O)[O-])c1 | 0.5% | 2% | / | 0% | 14%
CCCCC(CC)COC(=O)c1ccccc1C(=O)OCC(CC)CCCC (stereo unspecified) | i | -16% | -5% | 4% | 2%
CCc1ccc(NC(=O)NCc2cccnc2)cc1 | 3.1% | -10% | 1% | 4% | -5%
COC(=O)[C@]1(C)N[C@H](CN(C)C(=O)Nc2ccc(C)cc2)[C@@H]2C(=O)N(C)C(=O)[C@@H]21 | 0.5% | 1% | / | 4% | -13%
(listing goes on)
SMILES | inhibitors of VEEV | influenza NS1A | PhoP GFP inhibition | M. tuberculosis HTS | M. tuberculosis | others
O=C(CSc1ccc(-c2ccco2)nn1)Nc1ccc(F)cc1F | 1.9% | -8% | -7% | -9% | ?
O=C(Nc1ccnn1C1CCN(Cc2ccccc2)CC1)c1ccccc1Cl | 0.7% | 4% | -11% | -6% | 2%
Cc1ccc(NC(=O)CSc2nc(=O)cc(N)n2CCc2ccccc2)cc1 | 1.5% | 5% | 7% | 12% | -1%
Cc1sc(NC(=O)C2=COCCO2)c(C#N)c1C | 2.5% | 1% | 11% | 16% | 5%
COc1cc(/C=C(\NC(C)=O)C(=O)N2CCCCC2)ccc1OC(C)=O | 2.1% | -3% | 3% | -4% | -3%
CC(NC(=O)COc1ccc(/C=N/NC(=O)C(=O)Nc2ccccc2Br)cc1)c1ccccc1 (stereo unspecified) | ? | -22% | -26% | ? | 20%
COc1ccccc1CN1CCNC(=O)C1CC(=O)NCc1csc(C)n1 (stereo unspecified) | i | -12% | -8% | 0% | -6%
COCc1cc(C)nc(SCC(=O)N2CCC(C)CC2)c1C#N | i | -4% | -14% | -1% | 1%
O=S(=O)(NC1CCN(S(=O)(=O)c2ccc3c(c2)OCCO3)C1)c1c(F)cccc1F (stereo unspecified) | 1.4% | -2% | / | -16% | 12% | inhibitors of VEEV 10K pilot screen=0.8
O=C(CSc1nnc(-c2cccnc2)o1)Oc1ccccc1 | 1.0% | -10% | 6% | -8% | 8%
O=C(C(=O)N1CCN(c2ccccc2F)CC1)c1cn(CC(=O)N2CCOCC2)c2ccccc12 | 2.4% | -1% | 9% | -2% | 11%
O=C(NCCS(=O)(=O)N1CCC2(CC1)OCCO2)c1ccccc1 | 0.5% | -1% | 12% | 0% | -2%
O=C(CC1C(=O)N(c2ccccc2)C(=S)N1c1ccccc1)c1ccc(Br)cc1 (stereo unspecified) | 1.5% | -10% | -3% | -4% | 31%
CCSc1ccc([C@@H]2[C@H]3C(=O)N(C)C(=O)[C@H]3[C@]3(C(=O)OC)CCCCN23)cc1OC | 6.8% | 10% | -2% | -1% | -1%
Cn1c(=O)c2c(c3ccccc31)OC(C)(C)CC2 | i | 0% | 3% | -1% | 5%
COc1ccc(/C=C/C(=O)OCC(=O)Nc2ccc(C)cc2)cc1S(=O)(=O)N1CCOCC1 | 0.7% | -8% | -7% | -4% | 3%
CCOC(=O)CSc1nnc(CNC(=O)c2ccc(S(=O)(=O)N(C)C)cc2)n1C | i | 1% | -2% | 4% | -22%
CCc1cccc(CC)c1NC(=O)c1ccc(-n2cncn2)nc1 | 1.6% | 10% | 5% | -6% | 3%
Cc1sc2nc(N3CCOCC3)[nH]c(=O)c2c1-c1ccccc1 | 0.2% | 1% | 9% | -5% | -17%
CCCCN(C)Cc1c(C)[nH]c2ccc(C)cc2c1=O | 1.4% | -5% | 2% | 3% | /
